PMK inhibit: S. pneumoniae PMK inhibitors, primary screen, biochemical, mevalonate pathway, pilot trial included; phosphomevalonate kinase (Streptococcus pneumoniae D39); 65,000 compounds, 0.49% hits; AID 539, 2006; purified PMK, PK/LDH-coupled NADH absorbance 340 nm; inhibition, % at 10 µM;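 active means top-ranked compounds by inhibition in the single 10 µM screen, taking a fixed number of the strongest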;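 further: 0% = full reaction with DMSO carrier and 100% = background rate without enzyme reaction; no value below 0 was filed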
HPDE-C7K KRASV12: cytotoxicity in KRAS-transformed pancreatic duct cells, primary screen, cell-based, fluorescence, HTS (AID 431); HPDE-C7K KRASV12 cells, Alamar Blue viability, 48 h; higher % means a stronger effect; one-dose cytotoxicity, % at 10 µM; EC50 in µM for titrated hits; 63,000 compounds, 1.7% hits;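 active means compounds whose percent cytotoxicity in the single-dose primary screen, scaled between solvent and toxic-drug controls, exceeds 50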;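 further: 0% = DMSO solvent wells and 100% = doxorubicin-treated wells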
DPM-DC inhibit: S. pneumoniae DPM-DC inhibitors, primary screen, biochemical, PK/LDH-coupled NADH fluorescence; diphosphomevalonate decarboxylase (Streptococcus pneumoniae D39); 65,000 compounds, 0.49% hits; calls only at 10 µM; purified DPM-DC;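 active means the 320 compounds with the highest percent inhibition in the single-dose primary screen, excluding strongly autofluorescent ones, cut at about 32% in these data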;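 further: kinetic rate of NADH fluorescence loss reporting ADP formed by the decarboxylase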
Bfl-1 inhibitors: Bfl-1 inhibitors, primary screen, biochemical, fluorescence polarization, FITC-Bid, mouse (AID 432); FITC-Bid BH3 peptide fluorescence polarization displacement; higher % means a stronger effect; displacement, % at 20 µM; hits with a dose series show IC50 in µM; 64,000 compounds, 0.02% hits; in the data active means a potency from the dose series; inactive means the rest, 99 in 100 with displacement below about 15%; further: strong numbers were not always called active
LYP inhibition: LYP phosphatase inhibitors, primary screen, biochemical, DiFMUP fluorescence, recombinant catalytic domain, 10 µM (AID 606). Tyrosine-protein phosphatase non-receptor type 22 (Homo sapiens). recombinant LYP catalytic domain, DiFMUP fluorescence; higher % means a stronger effect. one-dose inhibition, % at 10 µM; IC50 in µM for titrated hits. 52,000 tested, under 10 active;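 active means IC50 under 40 µM in the dose-response test; inactive means IC50 of 40 µM or more, or never dose-tested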
Alkaline phosphatase: human TNAP enzyme inhibitors, biochemical, luminescent (AID 518); Alkaline phosphatase, tissue-nonspecific isozyme (Homo sapiens); purified TNAP enzyme, luminescent substrate readout; higher % means a stronger effect; one-dose inhibition, % at 20 µM; IC50 in µM for titrated hits; 64,000 compounds, 0.09% hits; in the data active means a potency from the dose series; inactive means the rest, 99 in 100 with inhibition below about 22%;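 further: plate controls were vehicle for no effect and reference inhibitor for full effect; many of its hits are not listed in these tables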
MK inhibit: S. pneumoniae MK inhibitors, primary screen, biochemical, PK/LDH-coupled NADH absorbance; mevalonate kinase [Streptococcus pneumoniae D39]; purified MK, PK/LDH-coupled NADH absorbance 340 nm; inhibition, % at 10 µM; 65,000 compounds, 0.48% hits;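 active means ranked among the strongest by inhibition in the single 10 µM screen, a fixed top-ranked set picked for dose follow-up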; further: no value below 0 was filed
HPDE-C7 cytotoxicity: cytotoxicity in HPDE-C7 cells, cell-based, fluorescence, HTS (AID 430) | HPDE-C7 pancreatic duct cells viability, fluorescence; higher % means a stronger effect | 63,000 compounds, 1.8% hits | cytotoxicity, % at 10 µM, or EC50 in µM where a hit was titrated;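 further: cells exposed to compound for 48 hours before viability readout; 0% = vehicle and 100% = reference cytotoxic drug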
HT1080 viability: cytotoxicity in HT1080 fibrosarcoma cells, cell-based, fluorescence readout (AID 620) | HT1080 viability, fluorescence; higher % means a stronger effect | cytotoxicity, % at 10 µM; hits with a dose series show EC50 in µM | 87,000 compounds, 0.42% hits;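 further: cells exposed to compound overnight then 4 h with Alamar Blue; 0% = vehicle DMSO and 100% = killing control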
PMK inhibit pilot replicates: recorded beside PMK inhibit, whose call it bears; inhibition, %; measured here: pilot screen replicates
MK inhibit pilot replicates: recorded beside MK inhibit, whose call it bears; inhibition, %; measured here: pilot screen replicates
DPM-DC inhibit pilot screen %: further read-out of DPM-DC inhibit, marked with its call; inhibition, %; measured here: pilot screen trials
* = called active by the depositor. Unless noted, no stated cut-off is given here; in the data, active means cytotoxicity above about 50%; inactive means the rest.

Screening COc1ccccc1-c1noc(-c2ccccc2)n1 returned PMK inhibit 0, HPDE-C7K KRASV12 -5%, DPM-DC inhibit inactive, Bfl-1 inhibitors 0%, LYP inhibition 8%, Alkaline phosphatase 11%, MK inhibit 10, HPDE-C7 cytotoxicity 5% and HT1080 viability -1%.
`Cc1cccc(C)c1OCCOCCN1CCN(C)CC1` gave PMK inhibit 20, HPDE-C7K KRASV12 7%, DPM-DC inhibit inactive, Bfl-1 inhibitors -7%, LYP inhibition -2%, Alkaline phosphatase 6%, MK inhibit 0, HPDE-C7 cytotoxicity 5% and HT1080 viability -1%.
CCCCCc1nnc(NC(=O)Cc2cccs2)s1 was read as PMK inhibit 10, HPDE-C7K KRASV12 10%, DPM-DC inhibit inactive, Bfl-1 inhibitors 10%, LYP inhibition -4%, Alkaline phosphatase 11%, MK inhibit 5, HPDE-C7 cytotoxicity 0%, HT1080 viability 1%, PMK inhibit pilot replicates 5.0, MK inhibit pilot replicates 0.0 and DPM-DC inhibit pilot screen % 1.0.
COc1c2occc2c(OC)c2c(=O)cc(C)oc12 was read as PMK inhibit 0, HPDE-C7K KRASV12 4%, DPM-DC inhibit inactive, Bfl-1 inhibitors 1%, LYP inhibition 20%, Alkaline phosphatase 14%, MK inhibit 6, HPDE-C7 cytotoxicity 12%, HT1080 viability 2%, PMK inhibit pilot replicates 2.5, MK inhibit pilot replicates 4.0 and DPM-DC inhibit pilot screen % 1.0.
Screening CCN(CC)S(=O)(=O)c1ccc(/C(O)=C2/C(=O)C(=O)N(CCOC)C2c2ccccc2)cc1 (stereo unspecified) returned PMK inhibit 14, HPDE-C7K KRASV12 5%, DPM-DC inhibit inactive, Bfl-1 inhibitors 0%, Alkaline phosphatase 8%, MK inhibit 0, HPDE-C7 cytotoxicity -10% and HT1080 viability 6%.
For CC(=O)Nc1ccc(NC(=O)C2CC(=O)N(c3cccc(C)c3C)C2)cc1 (stereo unspecified) the results were PMK inhibit 8, HPDE-C7K KRASV12 -9%, DPM-DC inhibit inactive, Bfl-1 inhibitors 2%, LYP inhibition -23%, Alkaline phosphatase -2%, MK inhibit 8, HPDE-C7 cytotoxicity -11% and HT1080 viability -2%.
Screening Cc1ccc(C2Nc3ccccc3-c3nc4ccccc4n32)o1 (stereo unspecified) returned PMK inhibit 0, HPDE-C7K KRASV12 7%, Bfl-1 inhibitors -2%, LYP inhibition 5%, Alkaline phosphatase 22%, MK inhibit 10, HPDE-C7 cytotoxicity -6%, HT1080 viability 0%, PMK inhibit pilot replicates 0.0 and MK inhibit pilot replicates 0.0.
Screening CCOCCNC(=O)c1ccccc1C(=O)NCCOCC returned PMK inhibit 4, HPDE-C7K KRASV12 -12%, DPM-DC inhibit inactive, Bfl-1 inhibitors 3%, Alkaline phosphatase 7%, MK inhibit 15, HPDE-C7 cytotoxicity -6% and HT1080 viability -7%.
`CN(C)S(=O)(=O)c1ccc(S(=O)(=O)Nc2ccc3c(c2)oc2ccccc23)cc1` gave PMK inhibit 1, HPDE-C7K KRASV12 0%, DPM-DC inhibit inactive, Bfl-1 inhibitors 0%, LYP inhibition 14%, Alkaline phosphatase 12%, MK inhibit 6, HPDE-C7 cytotoxicity 14%, HT1080 viability 1%, PMK inhibit pilot replicates 0.0, MK inhibit pilot replicates 6.0 and DPM-DC inhibit pilot screen % 0.0.
`O=C(c1cc2ccccc2oc1=O)N1CCN(c2ccccn2)CC1` gave PMK inhibit 0, HPDE-C7K KRASV12 -4%, DPM-DC inhibit inactive, Bfl-1 inhibitors -4%, LYP inhibition 5%, Alkaline phosphatase 8%, MK inhibit 8, HPDE-C7 cytotoxicity 2% and HT1080 viability 3%.
Screening C=CCn1c(=S)[nH]c2nc3c(cc2c1=O)CCCC3 returned PMK inhibit 6, HPDE-C7K KRASV12 12%, DPM-DC inhibit inactive, Bfl-1 inhibitors 6%, LYP inhibition 11%, Alkaline phosphatase 15%, MK inhibit 0, HPDE-C7 cytotoxicity 1% and HT1080 viability 0%.
CC(=O)c1ccc(NC(=O)N[C@@H](CC(C)C)C(=O)O)cc1 was read as PMK inhibit 4, HPDE-C7K KRASV12 -13%, DPM-DC inhibit inactive, Bfl-1 inhibitors -2%, LYP inhibition 10%, Alkaline phosphatase 6%, MK inhibit 0, HPDE-C7 cytotoxicity 1% and HT1080 viability 8%.
For CCc1ccc(CCC(=O)Nc2nc(CC(C)=O)ns2)o1 the results were PMK inhibit 12, HPDE-C7K KRASV12 -12%, DPM-DC inhibit inactive, Bfl-1 inhibitors 2%, Alkaline phosphatase 13%, MK inhibit 5, HPDE-C7 cytotoxicity -16% and HT1080 viability 0%.
Cc1ccc(OCc2nn3c(-c4n[nH]c5c4CCC5)nnc3s2)cc1 was read as PMK inhibit 8, HPDE-C7K KRASV12 -13%, DPM-DC inhibit inactive, Bfl-1 inhibitors 0%, LYP inhibition 7%, Alkaline phosphatase -7%, MK inhibit 3, HPDE-C7 cytotoxicity -17% and HT1080 viability 4%.
For Cc1ccc(NS(=O)(=O)c2cccc(C(=O)N3CCOCC3)c2)cc1 the results were PMK inhibit 20, HPDE-C7K KRASV12 -12%, DPM-DC inhibit inactive, Bfl-1 inhibitors -2%, LYP inhibition -7%, Alkaline phosphatase -2%, MK inhibit 12, HPDE-C7 cytotoxicity -7% and HT1080 viability -2%.
For c1ccc(Cn2nnc3c(N4CCN(Cc5ccc6c(c5)OCO6)CC4)ncnc32)cc1 the results were PMK inhibit 10, HPDE-C7K KRASV12 23%, DPM-DC inhibit inactive, Bfl-1 inhibitors 0%, Alkaline phosphatase 11%, MK inhibit 0, HPDE-C7 cytotoxicity 12% and HT1080 viability -2%.
For O=C(CCCOc1ccccc1)Nc1nnc(C2CCCO2)s1 (stereo unspecified) the results were PMK inhibit 0, HPDE-C7K KRASV12 -10%, DPM-DC inhibit inactive, Bfl-1 inhibitors -3%, LYP inhibition -5%, Alkaline phosphatase 7%, MK inhibit 6, HPDE-C7 cytotoxicity -29% and HT1080 viability 1%.
NCc1ccc(S(N)(=O)=O)cc1 was read as PMK inhibit 0, HPDE-C7K KRASV12 -2%, DPM-DC inhibit inactive, Bfl-1 inhibitors -4%, LYP inhibition 8%, Alkaline phosphatase 14%, MK inhibit 7, HPDE-C7 cytotoxicity -6%, HT1080 viability 2%, PMK inhibit pilot replicates 2.5, MK inhibit pilot replicates 0.0 and DPM-DC inhibit pilot screen % 1.0.
Cn1c(NC(=O)c2ccc(Br)o2)cc(=O)n(C)c1=O was read as PMK inhibit 0, DPM-DC inhibit inactive, LYP inhibition 1%, MK inhibit 0 and HT1080 viability 0%.
`CCOc1ccc2[nH]c(=O)c(CN(CCc3ccccc3)C(=O)c3cnccn3)cc2c1` gave PMK inhibit 16, HPDE-C7K KRASV12 1%, DPM-DC inhibit inactive, Bfl-1 inhibitors 4%, Alkaline phosphatase 2%, MK inhibit 0, HPDE-C7 cytotoxicity -1% and HT1080 viability 0%.
For O=C(COc1ccccc1Cl)NCc1ccncc1 the results were PMK inhibit 0, HPDE-C7K KRASV12 -2%, DPM-DC inhibit inactive, Bfl-1 inhibitors 2%, LYP inhibition -2%, Alkaline phosphatase 3%, MK inhibit 6, HPDE-C7 cytotoxicity -5% and HT1080 viability 0%.
CS(=O)(=O)NCCSCc1ccco1 was read as PMK inhibit 10, HPDE-C7K KRASV12 -16%, DPM-DC inhibit inactive, Bfl-1 inhibitors 10%, LYP inhibition 1%, Alkaline phosphatase 10%, MK inhibit 10, HPDE-C7 cytotoxicity -2% and HT1080 viability 2%.
O=C(O)c1ccc2c(c1)NC(=O)C(N1CCCC1)S2 (stereo unspecified) was read as PMK inhibit 12, HPDE-C7K KRASV12 2%, DPM-DC inhibit inactive, Bfl-1 inhibitors -4%, Alkaline phosphatase 11%, MK inhibit 0, HPDE-C7 cytotoxicity -10% and HT1080 viability 1%.
CC(=O)Nc1ccc(NC(=O)C(C)Oc2ccccc2F)cc1 (stereo unspecified) was read as PMK inhibit 0, HPDE-C7K KRASV12 -2%, DPM-DC inhibit inactive, Bfl-1 inhibitors 1%, LYP inhibition 7%, Alkaline phosphatase 12%, MK inhibit 0, HPDE-C7 cytotoxicity -3%, HT1080 viability 2%, PMK inhibit pilot replicates 3.5, MK inhibit pilot replicates 2.0 and DPM-DC inhibit pilot screen % 0.0.
`O=C(NCCc1ccncc1)Nc1ccc(Cl)cc1` gave PMK inhibit 0, HPDE-C7K KRASV12 -13%, DPM-DC inhibit inactive, Bfl-1 inhibitors -2%, LYP inhibition 4%, Alkaline phosphatase -5%, MK inhibit 7, HPDE-C7 cytotoxicity -16% and HT1080 viability -3%.
`COC(=O)C(F)(Sc1c(C)n(C)n(-c2ccccc2)c1=O)C(F)(F)F` (stereo unspecified) gave PMK inhibit 4, HPDE-C7K KRASV12 -4%, DPM-DC inhibit inactive, Bfl-1 inhibitors -2%, LYP inhibition 7%, Alkaline phosphatase 12%, MK inhibit 1, HPDE-C7 cytotoxicity -18% and HT1080 viability 5%.
Screening CCOC(=O)C1CCCN(Cc2ccccc2F)C1 (stereo unspecified) returned PMK inhibit 6, HPDE-C7K KRASV12 5%, DPM-DC inhibit inactive, Bfl-1 inhibitors -6%, LYP inhibition 1%, Alkaline phosphatase 6%, MK inhibit 1, HPDE-C7 cytotoxicity 6% and HT1080 viability 1%.
Screening CN(C)CCCN1C(=O)C(=O)/C(=C(/O)c2ccc3c(c2)OCCO3)C1c1ccccn1 (stereo unspecified) returned PMK inhibit 10, HPDE-C7K KRASV12 2%, DPM-DC inhibit inactive, Bfl-1 inhibitors 6%, Alkaline phosphatase 2%, MK inhibit 5, HPDE-C7 cytotoxicity 7% and HT1080 viability 5%.
For Cc1cc(-c2cc(N)n(-c3ccccc3)n2)c(C)n1C1CCCC1 the results were PMK inhibit 5, HPDE-C7K KRASV12 -10%, DPM-DC inhibit inactive, Bfl-1 inhibitors 2%, LYP inhibition -1%, Alkaline phosphatase 8%, MK inhibit 0, HPDE-C7 cytotoxicity -13% and HT1080 viability 16%.
CN(C)C(=O)C12CCC(C)(c3nc4ccccc4nc31)C2(C)C (stereo unspecified) was read as PMK inhibit 16, HPDE-C7K KRASV12 -2%, DPM-DC inhibit inactive, Bfl-1 inhibitors -2%, LYP inhibition -3%, Alkaline phosphatase 13%, MK inhibit 3, HPDE-C7 cytotoxicity -13%, HT1080 viability -7%, PMK inhibit pilot replicates 3.5, MK inhibit pilot replicates 4.0 and DPM-DC inhibit pilot screen % 0.0.
